From PubChem
CCHFV vOTU inh: CCHFV vOTU protease inhibitors, primary screen, biochemical, Pep-AMC substrate, fluorescence. inhibition, % at 11.5 µM. actives 0.55% (n = 370,000). Crimean-Congo hemorrhagic fever virus L polyprotein viral ovarian tumor (vOTU) protease …; in the data active means inhibition above about 30%; further: 0% = vehicle wells with enzyme and 100% = no enzyme wells
PrPC TRFRET: inhibitors of human cell surface prion protein PrPC, primary screen, cell-based, TR-FRET; TR-FRET read-out; AID 720596, 2013; actives 0.43% (n = 370,000); inhibition, % at 13.8 µM; Major prion protein (Homo sapiens), P04156; in the data active means inhibition above about 24%; further: 0% = median of the test wells and 100% = reference compound wells
* hit, by the source's call.

SMILES | CCHFV vOTU inh | PrPC TRFRET
c1ccc(Cc2cnc(N3CCN(Cc4cccc(-c5ccsc5)n4)CC3)nc2)cc1 | 14 | 4
COC(=O)[C@]12C[C@H](CC(=O)NCc3cccs3)C(=O)N(CCc3ccc(OC)c(OC)c3)C1=C[C@H](C(C)(C)C)O[C@@H]2C | 15 | 3
O=C(NN=Cc1ccco1)C(=O)Nc1ccc(Cl)c([N+](=O)[O-])c1 | 3 | -1
Cc1cccc(-c2cccc3c4c([nH]c23)[C@@H]2C[C@H]3[C@@H](CN2CC4)[C@H](C)ON3C)c1 | 2 | -6
COc1ccc(Cn2ccc3ccc(-c4ccc5ccn(C(=O)C6CCCCC6)c5c4)cc32)cc1 | 3 | 9
Cc1csc(NC(=O)c2ccc(COc3cccc(F)c3)o2)n1 | 18 | 13
COC(=O)c1cc2c(c3c4cc(F)ccc4n(S(=O)(=O)c4cccc(C)c4)c13)C(=O)N(c1ccc(OC)cc1)C2 | 1 | 5
O=C(C[C@H]1CC[C@H]2[C@@H](COC[C@@H](O)CN2S(=O)(=O)c2ccc(F)cc2)O1)N[C@@H]1CCN(Cc2ccccc2)C1 | 8 | -5
CCC[C@H](/C=C/C(=O)OC(C)(C)C)Sc1ccc(OC)cc1 | 9 | -3
O=C(NC1CCCCN(Cc2ccc(Cl)cc2)C1=O)c1cccc(C(F)(F)F)c1 (stereo not given) | 21 | 15
C/C(=N\NC(=O)CSc1nnc(-c2ccccc2)n1-c1ccc(C)cc1)c1ccc(-c2ccccc2)cc1 | 0 | 6
COC(=O)c1cc(-c2c(C)noc2C)c(=O)n2c1CCC2 | 6 | 5
Nc1[nH]c(C(=O)c2ccccc2)c(-c2cccc3ccccc23)c1C(=O)c1cccs1 | 7 | 5
Clc1ccc(-n2c(SCc3cccc4ccccc34)nnc2-c2cccnc2)cc1 | 6 | 9
COc1ccc(C=Nn2c(-c3ccccc3F)n[nH]c2=S)cc1OCc1ccccc1 | 19 | 6

Look-ups from the entries so far:
CCHFV vOTU inh, CCC[C@H](/C=C/C(=O)OC(C)(C)C)Sc1ccc(OC)cc1 : 9
PrPC TRFRET, Clc1ccc(-n2c(SCc3cccc4ccccc34)nnc2-c2cccnc2)cc1 : 9
PrPC TRFRET, Cc1cccc(-c2cccc3c4c([nH]c23)[C@@H]2C[C@H]3[C@@H](CN2CC4)[C@H](C)ON3C)c1 : -6

Looked up one by one from the entries so far (six):
SMILES | CCHFV vOTU inh | PrPC TRFRET
COC(=O)c1cc2c(c3c4cc(F)ccc4n(S(=O)(=O)c4cccc(C)c4)c13)C(=O)N(c1ccc(OC)cc1)C2 | 1 | 5
CCC[C@H](/C=C/C(=O)OC(C)(C)C)Sc1ccc(OC)cc1 | 9 | -3
Cc1csc(NC(=O)c2ccc(COc3cccc(F)c3)o2)n1 | 18 | 13
COc1ccc(C=Nn2c(-c3ccccc3F)n[nH]c2=S)cc1OCc1ccccc1 | 19 | 6
COC(=O)[C@]12C[C@H](CC(=O)NCc3cccs3)C(=O)N(CCc3ccc(OC)c(OC)c3)C1=C[C@H](C(C)(C)C)O[C@@H]2C | 15 | 3
COc1ccc(Cn2ccc3ccc(-c4ccc5ccn(C(=O)C6CCCCC6)c5c4)cc32)cc1 | 3 | 9

Later entries:
SMILES | CCHFV vOTU inh | PrPC TRFRET
COC(=O)c1cc2c(c3c4cc(C)ccc4n(S(=O)(=O)c4ccccc4)c13)C(=O)N(Cc1ccc(C(F)(F)F)cc1)C2 | -4 | 1
C(=N\Nc1nncc2ccccc12)/c1cccnc1 | 0 | 9
COC(=O)C(CN)CN1C(=O)c2ccccc2C1=O (stereo not given) | 3 | -1
COc1ccc(Cl)cc1S(=O)(=O)N1CCN(C(=O)CSc2nc3ccccc3nc2N2CCCC2)CC1 | 4 | 8
CCCc1c(-c2cccc(Br)c2)ncn1Cc1cccc(-c2ccccc2)c1 | 6 | 11
COC(=O)[C@]12C[C@H](CC(=O)NCC3CCCCC3)C(=O)N(Cc3ccc(Cl)cc3Cl)C1=C[C@H](C1CCCC1)O[C@@H]2C | 18 | -9
COC(=O)[C@@]12C[C@@H](CC(=O)N3CCC(c4ccccc4)CC3)C(=O)N(Cc3ccc4c(c3)OCO4)C1=CCC(C)(C)C2 | 5 | 5
O=C(OCc1cn(Cc2ccc(C(F)(F)F)cc2)nn1)N1CCOCC1 | 2 | -6
O=C1c2[nH]nc(-c3ccccc3)c2C(c2ccc(F)cc2)N1Cc1ccccc1 (stereo not given) | 1 | 12
Cc1ccc(OC[C@@H](O)CN2CCC(C(O)(c3ccccc3)c3ccccc3)CC2)cc1 | 5 | -17
COC(=O)[C@@]12C[C@@H](CC(=O)N3CCOCC3)C(=O)N(Cc3ccc4c(c3)OCO4)C1=CCC(C)(C)C2 | 9 | -3
O=C1CC2c3cc(Br)ccc3CCN2C(=O)CN1Cc1ccccc1 (stereo not given) | -5 | -7
C#CCN(Cc1ccco1)C(=O)c1nnc2c3cc(OC)ccc3n(S(=O)(=O)c3ccc(OC)cc3)c2n1 | -1 | -7
Cc1cc(C)cc(NC(=O)OC2CCC23CCCCC3)c1 (stereo not given) | 6 | 1
COCCCNC(=O)C[C@H]1C[C@@]2(C(=O)OC)C(=C[C@H](COCc3ccccc3)O[C@@H]2C)N(CCc2ccc(OC)c(OC)c2)C1=O | -2 | 8
O=[N+]([O-])c1cccc(OC[C@@H](O)CN2CCC(C(O)(c3ccccc3)c3ccccc3)CC2)c1 | -5 | -4
CCOC(=O)[C@@]12CCC3=C1N(CCC3)C(=O)[C@H](CC(=O)N1CCN(C(=O)C3CC3)CC1)C2 | -8 | -3
O=C(CSc1nnc(-c2cccnc2)n1Cc1ccco1)Nc1ccc(Cl)c(Cl)c1 | 2 | 3
CCOC(=O)[C@@]12CN(C(=O)OC(C)(C)C)CC=C1N(Cc1ccc(OC)cc1)C(=O)[C@H]2CC(=O)NCC12CC3CC(CC(C3)C1)C2 | 23 | -4
c1coc(-c2nnc3n2N=C(c2ccc4ccccc4c2)CS3)c1 | 6 | -5
FC(F)(F)c1ccc(Cn2ccc3ccc(-c4ccc5ccn(Cc6ccc(C(F)(F)F)cc6)c5c4)cc32)cc1 | 14 | -2
CN1CCCCC(NC(=O)c2ccc(F)cc2)C1=O (stereo not given) | -8 | 2
O[C@@H](Cc1ccccc1)[C@@H](/C=C/c1ccccc1)NCCc1ccccc1 | 8 | 1
CCOC(=O)[C@]12CCCC=C1N(Cc1ccc(OC)cc1)C(=O)[C@@H]2CC(=O)N1CCSCC1 | -3 | -3
COC(=O)[C@]12CCCCC=C1N(Cc1ccc3c(c1)OCO3)C(=O)[C@H](CC(=O)N1CCN(C(=O)c3ccco3)CC1)C2 | -4 | 2
COC(=O)[C@H](C(C)C)N1Cc2nnn(Cc3ccccc3)c2C=CS1(=O)=O | 2 | -1
S=c1[nH]nc(-c2cc(-c3ccccc3)n[nH]2)n1N=Cc1cccc(Oc2ccccc2)c1 | 16 | -2
C[C@H](O)[C@@H]1CN2CCc3ccc(N4CCOCC4)cc3[C@@H]2C[C@@H]1N(C)CC1CCCCC1 | -4 | -8
CCCn1c(NC(=O)c2ccccc2)nc(Cc2ccccc2)c1Cc1ccccc1 | 11 | 2
O=C(OC12CCCN(C1)/C(=C/c1ccncc1)C2)c1ccc(Cl)cc1 (stereo not given) | -1 | -2
CC(/C=N\NC(=O)CSc1nnc(-c2ccc(Br)cc2)n1-c1ccccc1)=C\c1ccco1 | 6 | -1
CCCCCCN(C(=O)CCCCCN1C(=O)NC(c2ccc(-c3ccccc3)cc2)C(C(=O)OCc2ccccc2)=C1C)C(C(=O)NCCCC)c1cccc(C(=O)OC)c1 (stereo not given) | 10 | 4
COc1ccc(C2=Nc3ccccc3N(C(=O)c3ccc(C)cc3)C2C(=O)NCc2ccccc2)cc1 (stereo not given) | 1 | 6
CCOC(=O)CC[C@H]1CC[C@]2(CCCN(C(=O)c3cccnc3)C2)O1 | -5 | 6
COc1ccc(NC(=O)CSc2nnc(-c3n[nH]c4c3CCC4)n2N)cc1 | -3 | -2
CCOC(=O)[C@]12CCCC3=C1N(CCC3)C(=O)[C@@H](CC(=O)N1CCSCC1)C2 | 13 | 3
Cc1csc(NC(=O)c2ccc(COc3ccccc3F)o2)n1 | 5 | 14
CCCCCCCCN1C(=O)[C@@H](CC(=O)N2CCCC2)C[C@@]2(C(=O)OC)C1=C[C@H](C1CCCC1)O[C@@H]2C | 27 | -1
COC1=CC(=O)OC(c2ccccc2C(F)(F)F)C1 (stereo not given) | -3 | 0
C#CCNC(=O)C[C@H]1C[C@@]2(C(=O)OC)C(=C[C@H](C3CCCC3)O[C@@H]2C)N(Cc2ccc(Cl)cc2Cl)C1=O | 6 | 1
COc1ccc(CN2C(=O)CN(S(C)(=O)=O)CC2(C)C(=O)NC(C)C)cc1OC (stereo not given) | 13 | -5
CC1(C)CC(=O)N(CC(=O)N2CCN(c3ccc(F)cc3)CC2)c2ccccc2S1(=O)=O | -8 | -9
COc1ccc(/C=C/S(=O)(=O)NC2CCCC2)c(CNC(=O)OC(C)(C)C)c1 | 8 | 2
COC(=O)C1CN(Cc2ccccc2)CCS(=O)(=O)N1Cc1cn(Cc2ccccc2Br)nn1 (stereo not given) | -10 | 5
CCOc1ccc(-n2c(SCC(=O)Nc3ccccc3-c3ccccc3)nnc2-c2ccncc2)cc1 | 1 | -6

A different layout for 2 compounds above.
The line under a structure holds: CCHFV vOTU inh	PrPC TRFRET
- COC(=O)[C@@]12C[C@@H](CC(=O)N3CCC(c4ccccc4)CC3)C(=O)N(Cc3ccc4c(c3)OCO4)C1=CCC(C)(C)C2
→ 5	5
- O=C(OCc1cn(Cc2ccc(C(F)(F)F)cc2)nn1)N1CCOCC1
→ 2	-6

New compounds follow
SMILES | CCHFV vOTU inh | PrPC TRFRET
CC(C)(C)N1C(=O)c2ccccc2NC(=O)C1C(=O)NCCOc1ccccc1 (stereo not given) | 4 | 7
NC(=O)c1c(N)[nH]c(C(=O)c2ccccc2)c1-c1ccc2c(c1)OCO2 | 1 | -10
C(=C\c1ccccc1)/CSc1nnc(COc2ccccc2)n1Cc1ccco1 | 27 | 5
Cc1ccc(OCc2nc3ccccc3n2C(C(=O)NC(C)(C)C)c2ccccc2)cc1 (stereo not given) | 4 | 9
COC(=O)[C@]12C[C@H](CC(=O)NCCc3ccccc3OC)C(=O)N(Cc3ccc(Cl)cc3Cl)C1=C[C@H](COCc1ccccc1)O[C@@H]2C | 3 | 4
COC(=O)[C@]12CCCCC=C1N(CCc1ccc(OC)c(OC)c1)C(=O)[C@H](CC(=O)NCCCCc1ccccc1)C2 | -7 | 6
C#CCNC(=O)C[C@H]1C(=O)N(CC=C)C2=CCCC[C@@]21C(=O)OCC | -7 | 0
CN(CCCOC(=O)c1cc2ccccc2o1)C1CN(Cc2cn(Cc3ccc([N+](=O)[O-])cc3)nn2)S(=O)(=O)C1 (stereo not given) | 0 | 0
CC1CCN(c2c3c(nc4ncnn24)CCCC3)CC1 | 8 | 8
COC(=O)[C@@]12CCCCC=C1N(CCc1ccc(Cl)cc1)C(=O)[C@H]2CC(=O)NCC1CCCCC1 | 10 | 11
Cc1cc2c(OCC(CNC(C)(C)C)OC(=O)c3ccccc3)cccc2[nH]1 (stereo not given) | 2 | 4
CCCN(CCC)CCc1c[nH]c2ccccc12 | 7 | 3
CN1CC=C(c2ccccc2)N(c2ccc(Br)cc2)C1=O | 0 | 10
Cc1c(COC(=O)NC(C)C)c(COC(=O)NC(C)C)c2n1CS(=O)(=O)C2 | -4 | -4
C=CCN1C(=O)c2n[nH]c(COC)c2C1c1ccc(F)cc1 (stereo not given) | -4 | -5
COc1ccc(C2CC(=O)C(c3ccc(Cl)c(Cl)c3)=CN2Cc2ccccc2)cc1 (stereo not given) | -4 | 14
CCn1c2ccccc2c2cc(C=Nn3c(-c4ccccc4C)n[nH]c3=S)ccc21 | 14 | -1
CCCCNC(=O)C[C@H]1C[C@@]2(C(=O)OC)C(=C[C@H](C(C)C)O[C@@H]2C2CC2)N(CCc2ccc(OC)c(OC)c2)C1=O | 2 | -11
CCN(Cc1cc(OC)c(OC)c(OC)c1)S(=O)(=O)c1ccccc1Br | -11 | 6
Cc1ccc(NC(=O)CSc2nc(C)cc(=O)[nH]2)c(C)c1 | -6 | 3
C=CCN1C(=O)[C@H](CC(=O)NCc2cccc3ccccc23)[C@@]2(C(=O)OCC)CCCC=C12 | 11 | -6
CC(CNC(=O)[C@@H](Cc1ccccc1)NC(=O)[C@H]1O[C@@H](n2cnc3c(=O)[nH]c(N)nc32)[C@H](O)[C@@H]1O)c1ccccc1 (stereo not given in full) | 2 | -7
CCCCNC(=O)C1(C(C)=O)CC(C(=O)OCC)=NO1 (stereo not given) | -1 | 0
C=CCNc1cccc2c1S(=O)(=O)N[C@H](CC(C)C)CO2 | 8 | 2
CCCCCCCCN1C(=O)[C@@H](CC(=O)NCc2cccs2)C[C@@]2(C(=O)OC)C1=C[C@H](C(C)C)O[C@@H]2C1CC1 | 39* | 3
O=C(NCc1cccs1)C1C(=O)Nc2ccccc2C(=O)N1C1CCCC1 (stereo not given) | 2 | 4
CCCCNC(=O)C(c1ccc(-c2ccccc2)cc1)N(CCN1CCOCC1)C(=O)CCCCCN1C(=O)NC(c2ccc([N+](=O)[O-])cc2)C(C(=O)OCc2ccccc2)=C1C (stereo not given) | 10 | -10
C#CCNC(=O)C[C@@H]1C(=O)N(CCc2ccc(Cl)cc2)C2=CCCCC[C@]21C(=O)OC | -5 | 10
COP(=O)(OC)OC(C(=O)c1ccccc1)c1ccc(Cl)cc1 (stereo not given) | 15 | -1

These rows are one share of the data (hit frequency here may not be typical).
